From PubChem BioAssay
CF NFkB block = blocks PAF-induced NF-kB reporter in cystic fibrosis cells | AID 588850 | KKLEB NF-kB-GFP reporter, GFP fluorescence overnight | inhibition, % at 5 µM | 0.86% of 360,000 active;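 active = at least 50% inhibition at 5 µM, scaled per plate between neutral and stimulator controls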;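 also: PAF is a Pseudomonas aeruginosa culture filtrate used as stimulus; plate controls were PAF-stimulated DMSO wells for no effect and unstimulated DMSO wells for full effect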
C8 TRAIL sens = sensitizes caspase-8 expressing cells to TRAIL. inhibition (viability loss, TRAIL sensitization), % at 10 µM. 1% of 360,000 active. NB7+C8 cells + TRAIL, ATPlite viability luminescence;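 active = compounds causing at least 50% loss of cell viability in the single-dose screen, relative to plate controls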
NR2E3 ag-1 = activates human NR2E3 receptor; CHO-S Gal4-NCOR/VP16-NR2E3 two-hybrid, luciferase; inhibition of corepressor binding, % at 3.98 µM; AID 602229; Q9Y5X4; 0.35% of 360,000 active;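 active = inhibition above the mean of all tested compounds plus 3 SD, cut at about 70% in these data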;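 also: 0% = DMSO with NR2E3 transfected cells and 100% = cells lacking NR2E3 construct; higher means lower luciferase signal from less NR2E3 corepressor binding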
Target sequence (Q9Y5X4 whole entry, looked up, the tested form may be a part): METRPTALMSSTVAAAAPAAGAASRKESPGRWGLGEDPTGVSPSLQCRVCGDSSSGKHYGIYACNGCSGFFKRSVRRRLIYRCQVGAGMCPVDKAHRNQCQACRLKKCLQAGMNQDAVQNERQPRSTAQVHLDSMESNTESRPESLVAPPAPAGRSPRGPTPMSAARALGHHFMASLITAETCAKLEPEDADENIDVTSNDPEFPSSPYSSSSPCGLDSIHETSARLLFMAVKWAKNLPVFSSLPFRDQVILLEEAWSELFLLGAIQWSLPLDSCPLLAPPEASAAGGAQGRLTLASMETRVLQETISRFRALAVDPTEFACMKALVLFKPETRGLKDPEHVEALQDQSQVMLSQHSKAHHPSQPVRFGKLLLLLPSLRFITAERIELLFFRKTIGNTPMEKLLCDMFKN
TWEAK-Fn14 inh = TWEAK-Fn14 signaling inhibition | TWEAK-stimulated Fn14 reporter cells, luciferase luminescence, 8 h | inhibition, % at 10 µM | 2% of 360,000 active; in the data active = inhibition above about 50%
NR2E3 ag-2 = activates human photoreceptor nuclear receptor NR2E3. Q9Y5X4. GST-NR2E3/biotin-RetCOR TR-FRET, 1536-well. inhibition of corepressor binding, % at 4.78 µM. 0.12% of 320,000 active. AID 2300;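 active = percent inhibition above the cutoff of mean plus 3 SD of all tested compounds, set per screening campaign, cut at about 20% in these data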;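 also: 0% = DMSO wells and 100% = biotin wells as full block of FRET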
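System: GST-tagged NR2E3 plus biotinylated RetCOR corepressor; Amount: 1.35 nM GST-tagged NR2E3 final; Dosing: single nominal compound dose of 4.8 µM; Schedule: 5 h incubation at 4 °C; Technique: TR-FRET with europium anti-GST and streptavidin-D2, 340 nm excitation; Controls: biotin wells as high control, 0.6% DMSO wells as low control.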
TROY signal inh = inhibitors of TROY-dependent NF-kB signaling; inhibition, % at 10 µM; Q293 LMP1-TROYcd NF-kB luciferase reporter, 4 h; 0.98% of 360,000 active; AID 1347056;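 active = compounds whose plate-normalised and pattern-corrected inhibition of the luciferase reporter signal at the single screening dose is 50% or more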
Shn3 3UTR inh = Schnurri-3 reporter inhibition in Clone20 osteoblasts | Clone20 osteoblast Shn3 3'UTR firefly luciferase, 24 h | 0.52% of 360,000 active | inhibition, % at 12.5 µM | AID 588674;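 active = mean inhibition of at least 75% with every replicate also reaching 75%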;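 also: 0% = median of neutral control wells and 100% = pilot-screen positive control compound; some compounds past the cut are filed as inactive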
TRPM1 prom inh = MITF TRPM1 promoter inhibition in SK-MEL-5 cells | 0.83% of 330,000 active | inhibition, % at 12.5 µM | SK-MEL-5 TRPM1 promoter luciferase, 24 h;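 active = mean inhibition across replicates of 60% or more, whatever share of single replicates reaches that level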; also: values of inactives mirror those of a sister screen read the other way
KKLEB tox = CF airway cell cytotoxicity counter-screen; KKLEB CF airway cells viability, ATPlite luminescence, overnight; hits give low values; cells stimulated with P. aeruginosa culture filtrate; activity change (cytotoxicity), % at 5 µM; 0.36% of 360,000 active;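 active = corrected activity change at or below -50% at 5 µM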
HIF-2a block = HIF-2a inhibition; 786-0 RCC cells HIF-2a reporter, luciferase luminescence, overnight; inhibition, % at 18.8 µM; 0.72% of 360,000 active;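 active = inhibition of the luminescence signal of 40% or more relative to plate controls, in a single-dose primary screen at 18.75 µM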
Peg3 promoter = inhibitors of Peg3 promoter; HeLa PEG-Prom luciferase reporter, luminescence, overnight; inhibition, % at 20 µM; 1.7% of 360,000 active; AID 588405;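 active = inhibition of at least 50% at 20 µM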
* hit, by the source's call; / = not tested or not shown. This is a subset (hit frequency here may not be typical).

SMILES | CF NFkB block | C8 TRAIL sens | NR2E3 ag-1 | TWEAK-Fn14 inh | NR2E3 ag-2 | TROY signal inh | Shn3 3UTR inh | TRPM1 prom inh | KKLEB tox | HIF-2a block | Peg3 promoter
C=CCN1C(=O)C(Cc2cccc(Cl)c2)SC1=Nc1ccc(C(=O)O)cc1 (stereo unspecified) | 10 | 2 | 4 | -8 | -1 | -38 | 1 | 15 | -1 | 4 | 8
CCOc1ccccc1-c1nc(-c2ccc(NC(=O)Cc3ccccc3OC)cc2)no1 | -28 | 2 | -40 | 18 | 2 | -27 | 14 | -9 | 4 | -16 | 3
Cc1ccc(C)c(N(CC(=O)NC(C)C)C(=O)CCC(=O)Nc2ccccn2)c1 | -13 | -17 | 1 | 0 | 0 | -2 | 8 | 2 | 12 | 16 | 8
COc1cc(NC(=O)Cn2nc(-c3ccc(F)cc3)ccc2=O)ccc1-n1cnnn1 | 14 | -6 | -10 | 5 | -4 | -16 | -2 | 3 | 4 | 5 | 16
O=C(CCNC(=O)N1CC(=O)Nc2ccccc21)Nc1cccc(Cl)c1 | 1 | -18 | -25 | -7 | -3 | 10 | 17 | -2 | 7 | 14 | 4
CC(C)C[C@H](NC(=O)NCCC1=CCCCC1)C(=O)O | 4 | -22 | -1 | 5 | 1 | -7 | -1 | -1 | -4 | 14 | 3
COc1ccc(C(=O)Nc2ccc(Cl)cc2C(=O)N2CCCC(C)C2)cc1 (stereo unspecified) | 0 | 1 | 9 | 20 | 1 | 41 | 5 | -6 | -5 | -75 | -71
CC(=O)Nc1ccccc1/C=C/c1ccc2c(C)cc(C)c(O)c2n1 | -19 | -17 | -6 | 10 | 3 | 26 | 32 | 2 | 5 | 0 | 4
Cc1cccc(NCN2C(=O)C3C4C=CC(C4)C3C2=O)c1 (stereo unspecified) | 2 | -7 | -19 | 2 | -1 | -7 | -28 | 9 | 4 | -38 | -4
CC(CCl)OC(C)CCl (stereo unspecified) | -6 | -21 | -10 | 2 | 3 | 0 | -11 | -3 | 5 | 7 | 3
CC(=O)Nc1ccc(N(CC(O)Cn2c3ccccc3c3ccccc32)S(=O)(=O)c2ccc(C)cc2)cc1 (stereo unspecified) | 4 | -11 | 5 | 47 | -4 | 31 | 29 | 10 | -11 | 0 | 61*
COC(=O)c1ccc(C2/C(=C(\O)c3ccc4c(c3)OCCO4)C(=O)C(=O)N2c2nnc(C)s2)cc1 (stereo unspecified) | 6 | -8 | -138 | -19 | 7 | -23 | 5 | 12 | -5 | -224 | -90
Cc1nnsc1NC(=O)OCc1ccc(C(C)(C)C)cc1 | -6 | 17 | 68 | 56* | -6 | / | 75 | 20 | 3 | -7 | -29
Cc1ccc(NC(=O)c2c3c(nc4ccccc24)CCC3)cc1S(=O)(=O)N(C)C | 9 | 2 | -12 | 71* | 1 | 48 | 6 | 30 | -2 | 21 | 21
Cc1ccc(C)c(-c2nnc(OCC(=O)Nc3cc(C)on3)c3ccccc23)c1 | 4 | -1 | -6 | -7 | 0 | -9 | 2 | -5 | 0 | 14 | 6
O=C(N=NC(=O)c1ccco1)c1ccc2c(O)n(N3C(=O)c4ccccc4C3=O)c(O)c2c1 | -4 | -9 | -17 | 2 | 1 | -12 | -5 | 10 | 22 | 18 | 2
COCc1cc(/C=N\NC(=O)c2ccc(Cl)cc2)ccc1OC | 10 | -10 | 11 | -35 | -2 | -15 | 3 | 4 | 0 | -1 | -4
O=C(COc1nncc2ccccc12)Nc1ccc(Br)cc1F | -18 | -3 | -17 | -4 | 2 | -13 | 12 | 1 | 2 | 5 | 0
CCOc1ccccc1NC(=O)C1CCCN(S(=O)(=O)c2cccc3nsnc23)C1 (stereo unspecified) | 5 | -8 | 6 | 22 | -1 | -9 | 5 | 7 | -4 | 17 | 15
C=CCN(C(=O)OC(C)(C)C)S(=O)(=O)NCc1ccccc1 | 17 | 9 | 21 | 2 | 3 | -6 | -15 | -7 | -13 | 10 | 3
O=C(Cn1cc(/C=C\[N+](=O)[O-])c2ccccc21)Nc1ccccc1 | 54* | 26 | -12 | -1 | -3 | 6 | 95* | 91* | -7 | 96* | 92*
Cc1nc2cc(CO)ccc2s1 | 7 | 5 | -6 | -3 | 3 | -14 | -48 | 4 | 4 | -18 | -32
Cn1cc(S(=O)(=O)Nc2ccc(Oc3ccccc3)cc2)c(=O)n(C)c1=O | -12 | -15 | -37 | 3 | 0 | 23 | -14 | 9 | 8 | 13 | 6
Cc1ccc2cccc(S(=O)(=O)Nc3c(C)n(C)n(-c4ccccc4)c3=O)c2n1 | -3 | -3 | 2 | -3 | 1 | -1 | -8 | 2 | 2 | 10 | 13
O=C1C2=C(C(c3ccccc3)=NCCN2)C(c2cccc([N+](=O)[O-])c2)N1c1ccccc1 (stereo unspecified) | -1 | 9 | -33 | 2 | 0 | -11 | 8 | 3 | -8 | 7 | 1
CCOC(=O)N1CCN(c2ccc(N3C(=O)CCCC3=O)cc2[N+](=O)[O-])CC1 | 1 | 7 | -10 | -13 | 5 | -3 | 15 | 10 | -4 | 14 | 12
Cc1cccc(-c2oc(C)c(C)[n+]2[O-])c1 | 0 | 0 | -2 | 8 | 1 | 10 | 0 | -3 | -6 | 2 | -13
CS(=O)(=O)Cc1cccc(C(=O)NC2CCSc3ccccc32)c1 (stereo unspecified) | 13 | -7 | 4 | -1 | 2 | 0 | 4 | -2 | -4 | -2 | 4
CCCn1c(CN2CCN(C(=O)OCC)CC2)nc2cc(NC(C)=O)ccc21 | -1 | 4 | -6 | 2 | -3 | 22 | 6 | 3 | 3 | 14 | 16
CN(C(=O)CSc1ccccc1C(=O)O)C1CCCCC1 | -2 | 5 | -20 | 2 | 3 | -23 | 16 | 11 | 10 | -16 | 9
CCCCN(Cc1ccc(C(=O)N[C@H](C(=O)O)C(C)C)cc1)C(=O)C(c1ccccc1)c1ccccc1 | 10 | 5 | -23 | 3 | 1 | 12 | -17 | 2 | 2 | 9 | -2
O=C(Nc1nnc(-c2cccs2)o1)c1cc(-c2ccccc2)nc2ccccc12 | -5 | 37 | 71* | -7 | 0 | -33 | 16 | 13 | 6 | -37 | -14
Cc1ccc(NS(=O)(=O)N2CCOCC2)cc1 | -26 | -26 | -21 | 5 | / | 2 | 14 | -3 | 6 | 20 | 5
COc1cc(NC(=O)COC(=O)c2n[nH]c3ccccc23)c(C)cc1[N+](=O)[O-] | -35 | -1 | -8 | -62 | 0 | -26 | 16 | 32 | 15 | -11 | 14
Cc1ccc(N2C(N)=C(C#N)C(c3cc(CN4CCOCC4)cs3)C3=C2CC(C)(C)CC3=O)cc1 (stereo unspecified) | -13 | 22 | 0 | 2 | -2 | -8 | 2 | -7 | -13 | 1 | 21
Cc1noc(NS(=O)(=O)c2ccc(NC(=O)C(F)(F)F)cc2)c1C | -9 | 8 | -5 | 0 | 0 | 2 | 7 | -4 | -10 | 15 | 6
Cc1[nH]nc(N=CC2=C(O)CC(c3ccco3)CC2=O)c1-c1ccc(Cl)cc1 (stereo unspecified) | 0 | -3 | -15 | 18 | 4 | 27 | 9 | 2 | -5 | -29 | -27
Cc1ccc(NC(=O)COc2cccc(-n3cnnn3)c2)cc1S(=O)(=O)N1CCOCC1 | -40 | -7 | 6 | 22 | 3 | 1 | 0 | 5 | 0 | 12 | 3
CC(C)c1ccc(N(CC(=O)NC2CCCCC2)C(=O)CNC(=O)c2ccco2)cc1 | 4 | -3 | -23 | -2 | 3 | -9 | 15 | 1 | -6 | 16 | 24
Cc1ccc(C(=O)NCCNS(=O)(=O)c2ccccc2)cn1 | -6 | -3 | 7 | 3 | 8 | -4 | 10 | 3 | 1 | 4 | 4

Reprinted from the part before: 4 compounds, then new ones.
SMILES | CF NFkB block | C8 TRAIL sens | NR2E3 ag-1 | TWEAK-Fn14 inh | NR2E3 ag-2 | TROY signal inh | Shn3 3UTR inh | TRPM1 prom inh | KKLEB tox | HIF-2a block | Peg3 promoter
Cc1[nH]nc(N=CC2=C(O)CC(c3ccco3)CC2=O)c1-c1ccc(Cl)cc1 (stereo unspecified) | 0 | -3 | -15 | 18 | 4 | 27 | 9 | 2 | -5 | -29 | -27
Cc1ccc(NC(=O)COc2cccc(-n3cnnn3)c2)cc1S(=O)(=O)N1CCOCC1 | -40 | -7 | 6 | 22 | 3 | 1 | 0 | 5 | 0 | 12 | 3
CC(C)c1ccc(N(CC(=O)NC2CCCCC2)C(=O)CNC(=O)c2ccco2)cc1 | 4 | -3 | -23 | -2 | 3 | -9 | 15 | 1 | -6 | 16 | 24
Cc1ccc(C(=O)NCCNS(=O)(=O)c2ccccc2)cn1 | -6 | -3 | 7 | 3 | 8 | -4 | 10 | 3 | 1 | 4 | 4
CC(=O)C1=C(O)C(=O)N(CCCn2ccnc2)C1c1ccc(Cl)cc1 (stereo unspecified) | -2 | -3 | 8 | 8 | 1 | 24 | -7 | / | 6 | 10 | 11
CCC(=O)N1CCc2cc(Br)cc(S(=O)(=O)CCC(=O)NCC3CCCO3)c21 (stereo unspecified) | -6 | -9 | -10 | -5 | 3 | 2 | -2 | 9 | 8 | 11 | 6
COc1ccc(CNC(=O)CCNS(=O)(=O)c2ccc(C)cc2)cc1 | -14 | -5 | -8 | 1 | -5 | 11 | 0 | 2 | 1 | 8 | 16
O=C(NCCc1ccc(F)cc1)NC12CC3CC(CC(C3)C1)C2 | 9 | 1 | -202 | -25 | 4 | 20 | -158 | -57 | -2 | -252 | -315
CC(C)c1ccc(C(=O)NCCCN2CCOCC2)cc1 | -17 | 0 | -32 | -5 | 7 | -6 | -35 | -17 | 7 | -71 | -33
Clc1cccc(Cc2c(-c3cccc(Cl)c3)nc3ccc(Br)cn23)c1 | 5 | -1 | 15 | -22 | / | 4 | -34 | / | -13 | -208 | -146
CS(=O)(=O)N1CCCCC1CCN1CCCCC1 (stereo unspecified) | 16 | -20 | 10 | 24 | / | -13 | 4 | 0 | 5 | 17 | 1
O=C(COC(=O)CNC(=O)c1ccc(Br)cc1)NCCC1=CCCCC1 | 9 | -6 | -2 | 2 | 2 | 5 | 2 | -13 | -1 | 2 | 2
CCOc1ccccc1OCCCC(=O)N(CC)CC(=O)Nc1c(F)cccc1F | -13 | 9 | 6 | -8 | 1 | 6 | 9 | 0 | 9 | 2 | 2
CC(=O)C(Cc1ccccc1)NC(=O)CN(C)Cc1ccccc1Cl (stereo unspecified) | 0 | 2 | -8 | -1 | -2 | -13 | -7 | -13 | 2 | -41 | -17
COCCCNC(=O)CCc1nc2cccnc2n1Cc1ccc(OC)cc1 | -6 | -2 | -3 | 16 | -4 | -4 | -3 | -5 | 11 | 5 | 17
CCCCCCCC(=O)NC1=NC(=O)C(C)(C)S1 | -18 | 4 | -10 | -22 | 1 | 22 | 16 | -10 | 7 | 21 | 1
CC1CC(N(C(=O)c2ccco2)c2ccccc2)c2ccccc2N1C(=O)c1ccco1 (stereo unspecified) | 5 | 18 | -12 | -13 | 3 | -2 | 15 | 8 | -5 | 22 | 22
O=C(Nc1ccc2c(c1)CCO2)Nc1nnc([C@H]2C[C@H](O)[C@@H](CO)O2)s1 | 22 | -13 | 7 | -5 | / | 8 | -42 | / | -1 | 2 | 7
